Screening data (PubChem)
ST2 inh – inhibitors of human ST2 (IL1RL1) binding to IL-33, primary screen, biochemical, AlphaLISA. Interleukin-1 receptor-like 1 (Homo sapiens), Q01638. inhibition, % for hits at 17 µM. 2.3% of 78,000 active. AlphaLISA ST2-Fc/biotin-IL-33 interaction, 1 h; in the data active = inhibition above about 30%; inconclusive = mostly about 10% to 28%
Target sequence (Q01638 whole entry, looked up): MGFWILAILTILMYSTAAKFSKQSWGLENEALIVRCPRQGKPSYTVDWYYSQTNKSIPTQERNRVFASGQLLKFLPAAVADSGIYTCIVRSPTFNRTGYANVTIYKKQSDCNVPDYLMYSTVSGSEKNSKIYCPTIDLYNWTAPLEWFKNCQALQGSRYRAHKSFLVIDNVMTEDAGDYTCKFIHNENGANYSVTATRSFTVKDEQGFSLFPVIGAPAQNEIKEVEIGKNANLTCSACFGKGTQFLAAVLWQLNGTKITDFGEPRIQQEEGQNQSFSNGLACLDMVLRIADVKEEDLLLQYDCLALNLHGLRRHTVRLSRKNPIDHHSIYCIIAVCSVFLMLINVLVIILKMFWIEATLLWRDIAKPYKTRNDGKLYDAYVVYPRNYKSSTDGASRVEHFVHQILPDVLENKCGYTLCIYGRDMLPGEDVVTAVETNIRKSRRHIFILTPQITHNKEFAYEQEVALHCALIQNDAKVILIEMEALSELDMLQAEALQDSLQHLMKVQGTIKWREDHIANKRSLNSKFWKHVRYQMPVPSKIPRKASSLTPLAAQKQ
The depositor's hits bear a star; i = inactive; ? = inconclusive. Some of the compounds tested; count on the stated rates, not on these rows.

canonical_smiles | ST2 inh
O=C(C1CCCCC1)N1CC[C@H](c2nnc(-c3ccccc3)o2)C1 | i
C=CCc1cc(OC)ccc1OCCCCN1CCN(C)CC1 | i
Cn1c(=O)[nH]c(=O)c2c1nc(N1CCOCC1)n2CCSc1nc2ccccc2s1 | i
Cc1cccc(C(NC(=O)CCN2CCCCO2)c2cccs2)c1 (stereo not given) | ?
CC(=O)N1CCC(N2CC[C@H](c3nnc(-c4ccc(Cl)cc4)o3)C2)CC1 | i
O=C(O)CSc1nnc(-c2cccnc2)n1-c1ccccc1C(F)(F)F | ?
COc1cc(O)c(C(=O)CCc2ccc(OC)c(OC)c2)c(OC)c1 | i
CCOCc1cnc(C)nc1NCC(=O)c1c(C)[nH]c2cc(C)ccc12 | ?
CCOc1cc(CN2CCN(C3CCCCCC3)CC2)ccc1OC | ?
CC(=O)Nc1ccc(CN2C[C@H](O)C[C@H]2c2nc(CS(=O)(=O)c3ccc(F)cc3)no2)cc1 | 74%*
Cc1cccc(-c2noc([C@@H]3C[C@@H](O)CN3Cc3ccc([N+](=O)[O-])cc3)n2)c1 | i
COc1ccccc1/C=C/CN1CCCC(CCC(=O)Nc2cc(Cl)ccc2OC)C1 (stereo not given) | ?
O=C(NCc1cccnc1)C1CCN(c2ccc(-c3cccs3)nn2)CC1 | ?
CC(=O)c1ccc(NC(=O)CSc2nc(-c3ccc(C)cc3)ns2)cc1 | ?
Cc1cccc(C)c1NC(=O)c1ccc(-c2cccc(Cl)c2Cl)o1 | ?
O=C(O)c1cccc(NC2SC(=O)N(c3ccccc3)C2=O)c1 (stereo not given) | ?
O=C(CC[C@@H]1CNC(=O)[C@@H]2C[C@H](NC(=S)Nc3ccccc3)CN12)NC1CC1 | i
c1cnc(N2CCN(C3CCC4(CCNCC4)CC3)CC2)cn1 | i
CCN(CC)CCN1C(=O)C(=O)C(=C(O)c2ccc(F)cc2)C1c1ccco1 (stereo not given) | i
Cc1cnc(SCCN2CCOCC2)nc1C1CCCN(C(=O)C2Cc3ccccc3O2)C1 (stereo not given) | i
CN(CCC#N)C12CC3CC(CC(C3)C1)C2 | i
CCOc1ccc(-n2c(C)nc3c(cnn3-c3ccc(F)cc3)c2=O)cc1 | i
O=C(NCc1cccs1)c1ccc2c(Cl)c3c(nc2c1)CCCC3 | i
c1ccc2c(c1)CCN(Cc1ccc3c(c1)OCO3)C2 | i

2 of these compounds, set out differently:
> O=C(O)c1cccc(NC2SC(=O)N(c3ccccc3)C2=O)c1 (stereo not given)
  ST2 inh = ?

> CC(=O)c1ccc(NC(=O)CSc2nc(-c3ccc(C)cc3)ns2)cc1
  ST2 inh = ?

Remaining list, next part.
canonical_smiles | ST2 inh
CCCN(CCO)C(=O)CC1C(=O)NCCN1C(C)C (stereo not given) | i
O=C(CNS(=O)(=O)c1ccc(Br)s1)N1CCC(N2CCCCC2)CC1 | i
c1ccc(-c2nccn2CC2OCCc3ccccc32)nc1 (stereo not given) | i
COc1ccccc1-c1cc(C(F)(F)F)nc(N2CCCCC2)n1 | i
O=C(Nc1ccc(Br)cc1)c1cccc(S(=O)(=O)N2CCc3ccccc32)c1 | i
O=C(Nc1ccc2c(c1)OCO2)c1ccco1 | ?
Cc1cc(N(C)C)nc(Nc2ccc(NC(=O)c3cccc(C(F)(F)F)c3)cc2)n1 | ?
COc1ccc2cc(CN3CCN(S(=O)(=O)N(C)C)CC3)c(=O)[nH]c2c1 | ?
CCOc1nc(NCCC2=CCCCC2)nc(OCC)n1 | i
Cc1ccc(Nc2c(-c3ccc(C)cc3)nc3cnccn23)cc1 | ?
COc1ccc(Cc2nc3ccc(C(=O)N(C)CCc4cnn(C)c4)cc3o2)cc1OC | ?
O=C(Nc1ccc(-c2nc3ncccc3o2)cc1)c1cccc(F)c1 | ?
Cn1nc(-c2c(-c3ccccc3)ncn2CCO)c2c(Cl)cccc21 | ?
C=CCNC(=O)N[C@H]1[C@H](O)[C@@H](NCCOC)[C@@H]2OC[C@H]1O2 | i
CCc1ccc(S(=O)(=O)N2CCN(c3nc(C)cc(Nc4ccc(OC)cc4)n3)CC2)cc1 | ?
CCn1cc(SCC(=O)Nc2nccs2)c2ccccc21 | i
COc1ccccc1OC1CCN(C2CCN(c3nc(C)c4cc(C)c(C)cc4n3)CC2)CC1 | ?
CCOC(=O)c1sc(NC(=O)c2cccnc2)nc1C | i
Cn1nc(C(=O)NC2CCCN(CC3CCCCC3)C2)ccc1=O (stereo not given) | i
CC(C)=CCc1c(O)cc(CCc2ccccc2)c(CC=C(C)C)c1O | i
O=C(Nc1cccc(-c2cc3ccccc3[nH]2)c1)C1CCCN(Cc2ccccn2)C1 (stereo not given) | i
C=CC[C@@H]1CC=C[C@@H](C)N1Cc1nc(-c2ccc(C(=O)OC)cc2)no1 | ?
O=C(CN1C(=O)/C(=C/c2ccccc2F)Sc2ccccc21)NCCN1CCCC1 | ?
CC(=O)c1ccc(N2CCN(S(=O)(=O)c3ccc4c(c3)NC(=O)CC(=O)N4)CC2)cc1 | i
O=C(Nc1ccccc1F)c1cc2ccccc2o1 | i
C/C=C/C(=O)OC1/C=C/C(O)C(OC(C)=O)CCC(=O)OC1C (stereo not given) | i
CC(C)c1ccccc1OCC(=O)Nc1cccc(C(F)(F)F)c1 | i
C=CCN(Cc1ccccn1)C(=O)CCn1c(C)cc(C)nc1=O | i
Nc1nc2n(n1)C(c1ccccc1Cl)CC(c1ccccc1)N2 (stereo not given) | i
COCCCNC(=O)c1cc(Sc2nnc(C)s2)nc2ccccc12 | ?
CC(C)Cc1nc2sc3c(N4CCOCC4)ncnc3c2c2c1COC(C)(C)C2 | i
O=C(C1CC1)N1CCc2cc(S(=O)(=O)NCCN3CCCC3)ccc21 | ?
OCCn1c(-c2cccc3[nH]ccc23)nc2ccccc21 | i
CCC(=O)N1CCc2cc(Br)cc(S(=O)(=O)N3CCCCC3CC)c21 (stereo not given) | i
O=C(CN1C(=O)COc2ccc(S(=O)(=O)N3CCCC3)cc21)NCc1ccccc1 | i
CC(O)(COc1ccccc1)c1ccc2c(c1)CN(Cc1ccccn1)CCO2 (stereo not given) | ?
CC(=O)N(c1ccc(Cl)cc1)c1nc(C)cc(C)c1C#N | ?
CCN1/C(=c2/sc3nc4ccccc4n3c2=O)Sc2ccc(OC)cc21 | i
CC1=C(C(=O)Nc2ccc(C)cn2)C(c2ccccc2Cl)C2=C(CC(C)(C)CC2=O)N1 (stereo not given) | i
COc1ccccc1N1CCN(C(c2ccccc2)c2n[nH]c(=O)c3ccccc23)CC1 (stereo not given) | i
Cc1cc(NC(=O)c2ccccc2Cl)nc2c1c(=O)oc1ccccc12 | i
CCCCN1C(=O)CSc2c(c(C)nn2-c2ccccc2)C1C(=O)NC1CCCC1 (stereo not given) | i
O=C(NCc1ccco1)c1ccc2c(c1)N(Cc1c(F)cccc1Cl)C(=O)CS2 | i
Cc1ccc(C(O)=C2C(=O)C(=O)N(CCN(C)C)C2c2cccc([N+](=O)[O-])c2)cc1 (stereo not given) | i
NC(=O)c1cnc2n1CCN(C(=O)CN1CCC(c3ccccc3)C1)C2 (stereo not given) | i
Cn1cnnc1Sc1ccc(CN2CCOc3ccc(C4=Cc5ccccc5C4)cc3C2)o1 | ?
[CH2-][N+](C)(C)COP(=O)(O)OP(=O)(O)OC[C@H]1O[C@@H](n2ccc(N)nc2=O)[C@H](O)[C@@H]1O | i
CCOCCOC(=O)C1=C(C)NC2=C(C(=O)C(C(=O)OC)C(C)C2)C1c1ccc(Cl)cc1 (stereo not given) | i
Cc1cccc(-n2cc(CN3CCCN(C(=O)C4CCC4)CC3)cn2)c1 | i
Cc1ccccc1-n1ncc(C(C)NC(=O)Cc2ccc3c(c2)OCO3)c1C (stereo not given) | i
Nc1ncnc2nc(SCCOc3ccc(Cl)cc3)[nH]c12 | i
COCC(=O)N1CCCC(C(=O)Nc2cccc(-c3cccc(C)c3)c2)C1 (stereo not given) | ?
O=C(NC[C@H]1CCCC[C@H]1O)C1(Oc2cccc3ncccc23)CCNCC1 | i
CC(C)CCN(C)C1CCN(S(=O)(=O)c2ccc(Cl)cc2)CC1 | i
C=CCN(Cc1ccco1)Cc1cc2ccccc2n(C)c1=O | ?
Cc1nnc(NC(=O)c2ccc(C(C)(C)C)cc2)s1 | i
CCn1ncnc1-c1c(-c2ccccc2)ncn1CCCN1CCCC1=O | ?
COc1ccc(-n2nc3nc[nH]c(=O)c3n2)cc1 | ?
COc1ccc(-c2cn3c4c(=O)n(C)c(=O)n(C)c4nc3n2-c2ccc(C)cc2)cc1 | ?
O=C1C2CCCN2C(c2ccccc2Cl)N1c1nccs1 (stereo not given) | ?

(further entries)
canonical_smiles | ST2 inh
CC(C(=O)c1ccccc1)C1(O)C(=O)N(Cc2ccc(Cl)cc2)c2ccccc21 (stereo not given) | ?
N#Cc1nc(COc2ccc(Br)cc2)oc1NCc1cccnc1 | ?
CC1=NN(c2ccc(Cl)c(Cl)c2)C(=O)/C1=C/c1ccccc1 | i
Cn1c([C@H]2CCN(Cc3cccc(C#N)c3)C2)nc2ccccc21 | i
COc1ccc(CCN(C)C2CCCN(C(=O)/C=C/c3cnc[nH]3)C2)cc1OC (stereo not given) | i
O=C(NC1CCCCCC1)c1cnc2n(c1=O)CCS2 | i
COc1ccc(-c2csc(/C(C#N)=C\c3ccc(F)cc3)n2)cc1 | ?
COc1ccc(NC(=O)[C@@H]2CC3c4ccccc4C2c2ccccc23)c(OC)c1 | i
c1ccc(C(NCCNC(c2ccccc2)c2ccccc2)c2ccccc2)cc1 | i
Cc1cc(NC(=O)CCCc2ccccc2)no1 | i
O=C(COc1ccc(Cl)cc1Cl)Nc1cccc(NC(=O)c2ccccc2Cl)c1 | i
COc1ccc(S(=O)(=O)N(CC(=O)Nc2cccc(C(C)=O)c2)Cc2ccccc2)cc1 | i
Cc1ccc(NC(=O)c2ccc(F)cc2)c(C)c1 | i
CN(CCC1CCCCO1)C(=O)c1ccc2oc(Cc3ccc(Cl)cc3)nc2c1 (stereo not given) | i
CCc1cc2c(=O)c(-c3nc4ccccc4s3)c(C)oc2cc1O | i
Cc1nc2c(C(=O)NC3CCCCC3)c[nH]n2c(=O)c1Cc1ccc(F)cc1Cl | i
Cc1ccc(S(=O)(=O)N2CCC(CO)(Cc3cccc(C(F)(F)F)c3)CC2)s1 | i
O=C(CN1CCN(Cc2ccccc2F)C1=O)NCc1ccccc1 | i
COc1cccc(Nc2ccccc2C)c1 | i
CC(C)NC(=O)CSc1nc(-c2ccco2)nc2cc(=O)[nH]n12 | i
COCC(C)NC(=O)c1cc(-c2ccc(F)cc2)on1 (stereo not given) | i
COc1ccc2c(c1OC)C(=O)OC2Nc1ncccc1C (stereo not given) | i
CCC(CNC(=O)C(=O)N1CCc2ccccc2C1)OC (stereo not given) | i
CCOc1ccc(N(CC(=O)NCc2ccccn2)S(=O)(=O)c2ccc(C)cc2)cc1 | i

The last six compounds of the part above open the next one.
canonical_smiles | ST2 inh
COc1cccc(Nc2ccccc2C)c1 | i
CC(C)NC(=O)CSc1nc(-c2ccco2)nc2cc(=O)[nH]n12 | i
COCC(C)NC(=O)c1cc(-c2ccc(F)cc2)on1 (stereo not given) | i
COc1ccc2c(c1OC)C(=O)OC2Nc1ncccc1C (stereo not given) | i
CCC(CNC(=O)C(=O)N1CCc2ccccc2C1)OC (stereo not given) | i
CCOc1ccc(N(CC(=O)NCc2ccccn2)S(=O)(=O)c2ccc(C)cc2)cc1 | i
CC1CC(=O)C2=C(C1)OC(N)=C(C#N)C2c1cccnc1 (stereo not given) | i
CC(NS(=O)(=O)c1ccc2c(c1)CCN2C(=O)C1CC1)c1ccccc1 (stereo not given) | i
CCOC(=O)c1c(C)n(-c2ccccc2)c2ccc(OC(=O)C3CC3)cc12 | ?
O=C(c1ccccc1F)N(c1ccc(F)cc1)C1C=CS(=O)(=O)C1 (stereo not given) | i
CC(C(=O)O)n1cc(-c2ncc[nH]2)c2ccccc21 (stereo not given) | i
CCc1ccc(OCC(=O)N2CCOCC2)cc1 | ?
Cc1cc(NC(=O)Cn2c(=O)n(Cc3ccccc3)c(=O)c3c(C)c(C)sc32)n[nH]1 | i
CCOC(=O)c1c(CN2CCC(C)CC2)n(C)c2cc(Br)c(OC)cc12 | ?
CN1CCN(C(=O)c2cc3c(-c4ccc(Cl)cc4)nn(C)c3s2)CC1 | ?
O=S(=O)(Nc1cccc(Br)c1)c1ccc(Br)s1 | i
Cc1cc(C)nc(NC(=O)c2cccc(F)c2)c1 | i
CCn1nc(C)c(NC(=O)CN2CCC(O)(c3ccc(Cl)cc3)CC2)c1C | ?
CCCC(NC(=O)CC12CC3CC(CC(C3)C1)C2)c1nccn1C (stereo not given) | ?
CC(=O)N1C(C(=O)O)Cc2c([nH]c3ccccc23)C1C (stereo not given) | i
Cc1ncc(-c2ccc(C)c(S(=O)(=O)N[C@@H]3CC[C@@H](N)C3)c2)o1 | i
CCC(C)NS(=O)(=O)c1ccc2c(c1)NC(=O)CC(=O)N2 (stereo not given) | i
O=S(=O)(Cc1ccccc1)NCc1cccnc1 | i
c1ccc(-c2cnn3cc(CN4CCN(CC5CCCO5)CC4)cnc23)cc1 (stereo not given) | ?
CN1CCC(N(C)Cc2ccccc2[N+](=O)[O-])CC1 | i
Cc1ccc(CN2CC34C=CC(O3)C(C(=O)NCc3ccccc3)C4C2=O)cc1 (stereo not given) | i
Cc1ccc(C)c(Cn2nnc(C(=O)NCCc3ccc(Cl)cc3)c2N)c1 | i
Cc1ccsc1C1C2=C(CCCC2=O)Nc2ncnn21 (stereo not given) | i
CC(C)N(C(=O)c1ccc(C(=O)N(C(C)C)C(C)C)cc1)C(C)C | i
Cc1ccc(-c2cc3c(nn2)-c2ccccc2C3=O)cc1 | 34%*
